# ARFGAP1 inh – rat ARFGAP1 inhibition. AID 651572. inhibition, % at 16.5 µM. Q62848. Arfgap1-stimulated ARF1 GTP hydrolysis, GDP FP detection. 360,000 compounds, 0.26% hits;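 active = inhibition above a per-plate limit, mean inhibition of low control wells plus 3 SD, cut at about 25% in these data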;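 also: 0% = DMSO wells with enzyme and 100% = wells lacking Arfgap1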
#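 Repeats: one replicate per compound; assay system: rat Arfgap1 catalytic domain, aa 1-136; times: enzyme reaction 120 min at 25 °C after 20 min preincubation; detection: FP of antibody-bound GDP Alexa 633 tracer, ex 620/em 688 nm; benchmarks: high control wells lacking Arfgap1, low control full reaction with DMSO; reagent: human ARF1(Δ1-17)-GTP substrate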
# Tn6 DDE FP – disrupts Tn6 cyclic peptide binding to fibrin D-Dimer-E complex | P02675 | Fibrin DD(E) TRITC-Tn6 fluorescence polarization displacement | inhibition, % at 8.3 µM | 370,000 compounds, 0.21% hits;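 active = inhibition above a per-campaign cutoff: mean of compounds within control limits plus 3 SD, cut at about 15% in these data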;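 also: 0% = median of all compound wells on the plate and 100% = blocking peptide control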
# ASAP1 inh – inhibitors of human ASAP1 ArfGAP activity; Q9ULH1; ASAP1-stimulated ARF1 GTP hydrolysis, GDP FP detection; 360,000 compounds, 0.19% hits; inhibition, % at 16.5 µM; AID 624377; in the data active = inhibition above about 25%;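 also: 0% = vehicle with enzyme and substrate and 100% = no enzyme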
# DDE Tn7 FP inh – disrupts Tn7 cyclic peptide binding to fibrin D-Dimer-E complex. inhibition, % at 8.3 µM. 370,000 compounds, 0.13% hits. AID 720508. FP displacement of FITC-Tn7 peptide from fibrin DD(E); 0% = median of compound wells per plate;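 active = inhibition above the mean of compounds falling within the control limits plus 3 SD of them, cut at about 14% in these data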;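 also: 0% = plate median of compound wells and 100% = 10 µM Aha-Tn7 peptide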
#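 Test system – human fibrin DD(E) · Times – 10 min preincubation, 3 h with tracer, room temperature · Detection – fluorescence polarization of the labelled Tn7 tracer · Measure – percent inhibition normalized to high-control wells · Benchmarks – high control wells with 10 µM unlabelled Aha-Tn7 peptide (full inhibition) · Repeats – singlicate testing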
# UHRF1 MBD2 ctr – human UHRF1 methylated DNA binding inhibitors | Q96T88 | UHRF1 binding to methylated oligo, TR-FRET | inhibition, % at 4.4 µM | 370,000 compounds, 0.75% hits | AID 687016; in the data active = inhibition above about 21%;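 also: UHRF1 SRA domain binding a hemimethylated CpG hairpin DNA probe; 0% = median of test compound wells and 100% = reference inhibitor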
# PLC-gamma1 inh – inhibitors of human phospholipase C gamma1; purified PLC-gamma1, fluorogenic substrate, fluorescence; inhibition, % at 12.2 µM; 370,000 compounds, 0.84% hits; AID 720700; in the data active = inhibition above about 9.5%
# Target sequence (P19174 whole entry, looked up): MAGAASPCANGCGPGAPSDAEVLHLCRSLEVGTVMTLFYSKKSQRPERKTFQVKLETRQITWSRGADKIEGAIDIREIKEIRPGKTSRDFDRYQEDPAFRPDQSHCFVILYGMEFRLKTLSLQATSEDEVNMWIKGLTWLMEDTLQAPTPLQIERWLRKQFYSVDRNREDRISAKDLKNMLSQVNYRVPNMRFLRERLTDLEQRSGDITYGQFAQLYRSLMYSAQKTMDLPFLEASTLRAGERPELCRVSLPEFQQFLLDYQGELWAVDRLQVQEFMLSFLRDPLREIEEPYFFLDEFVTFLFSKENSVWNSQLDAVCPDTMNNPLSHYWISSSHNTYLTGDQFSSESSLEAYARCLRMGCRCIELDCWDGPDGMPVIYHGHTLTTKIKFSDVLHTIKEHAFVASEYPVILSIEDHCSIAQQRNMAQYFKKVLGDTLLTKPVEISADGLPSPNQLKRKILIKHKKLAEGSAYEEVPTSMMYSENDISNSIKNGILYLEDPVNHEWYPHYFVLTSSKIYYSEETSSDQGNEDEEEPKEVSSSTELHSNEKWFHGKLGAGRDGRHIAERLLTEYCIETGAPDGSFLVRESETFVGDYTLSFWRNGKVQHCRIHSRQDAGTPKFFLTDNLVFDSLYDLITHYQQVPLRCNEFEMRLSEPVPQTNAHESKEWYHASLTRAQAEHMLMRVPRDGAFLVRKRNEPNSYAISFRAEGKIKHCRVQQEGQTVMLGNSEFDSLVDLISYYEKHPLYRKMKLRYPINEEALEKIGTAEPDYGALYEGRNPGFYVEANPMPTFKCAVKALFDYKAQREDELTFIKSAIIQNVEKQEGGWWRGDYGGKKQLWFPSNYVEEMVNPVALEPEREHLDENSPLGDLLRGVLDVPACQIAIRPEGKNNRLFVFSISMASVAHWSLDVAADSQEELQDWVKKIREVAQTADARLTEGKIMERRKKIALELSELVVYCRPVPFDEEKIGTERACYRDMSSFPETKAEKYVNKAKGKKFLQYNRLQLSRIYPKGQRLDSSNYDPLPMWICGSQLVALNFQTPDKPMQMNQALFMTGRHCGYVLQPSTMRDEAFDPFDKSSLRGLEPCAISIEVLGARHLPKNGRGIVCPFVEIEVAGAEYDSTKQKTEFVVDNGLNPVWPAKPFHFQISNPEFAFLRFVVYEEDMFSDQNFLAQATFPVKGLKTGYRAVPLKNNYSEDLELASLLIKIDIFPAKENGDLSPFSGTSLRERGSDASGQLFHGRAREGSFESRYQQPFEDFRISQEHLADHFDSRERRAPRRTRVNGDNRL
# PLCb3 inh – blocks human PLC-beta3 enzyme activity | Purified PLC-beta3, fluorogenic substrate, fluorescence | AID 720704 | inhibition, % at 12.2 µM | Q01970 | 370,000 compounds, 0.18% hits; in the data active = inhibition above about 11%;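 also: 0% = median of compound wells on plate and 100% = full blocker control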
# NR1D1 modulator – modulates human Rev-erb alpha binding to DNA; 370,000 compounds, 0.79% hits; Rev-erbα–FITC-DNA binding, fluorescence polarization, 90 min; activity, % at 10 µM; AID 1259318;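 active = activity above about 14%, limit read from the data; passing the limit was not always enough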;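 also: 0% = DMSO wells with 35 nM protein and 100% = DMSO wells with 750 nM protein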
# KLK7 zymogen act – activates the human kallikrein-7 zymogen; activation, % at 7 µM; P49862; 370,000 compounds, 0.9% hits; purified proKLK7, EDANS-DABCYL substrate fluorescence; 100% is mature enzyme control, 0% vehicle; AID 652039;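 active = activation above the mean of all tested compounds plus 3 SD, computed per campaign excluding outliers beyond control limits, cut at about 13% in these data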
# HGIII-sPLA2 inh – Inhibits HGIII-sPLA2 liposome hydrolysis, primary screen; Q9NZ20; QFRET BODIPY PC-A2 liposome hydrolysis, fluorescence; inhibition, % at 12.2 µM; 370,000 compounds, 0.56% hits;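 active = inhibition above mean plus 3 SD of compounds lying within the high and low control bounds, cut at about 19% in these data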;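 also: 0% = median of test compound wells and 100% = no enzyme DMSO wells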
# Active calls of the source: *; i = inactive; · = no result given.
SMILES,ARFGAP1 inh,Tn6 DDE FP,ASAP1 inh,DDE Tn7 FP inh,UHRF1 MBD2 ctr,PLC-gamma1 inh,PLCb3 inh,NR1D1 modulator,KLK7 zymogen act,HGIII-sPLA2 inh
Cc1c(C(=O)O)sc2nc(CSc3nnc(-c4ccc(F)cc4)n3C)[nH]c(=O)c12,16,1,-8,-2,-1,-4,-16,5,-0.5,-3
CC(=O)Nc1ccc(NC(=O)C2CCN(c3c(Cc4ccccc4)c(C)nc4ncnn34)CC2)cc1,-1,-2,-1,5,-1,1,1,-1,-0.6,5
Cc1ccc([N+](=O)[O-])cc1NC(=S)NC(=O)CC(C)(C)C,0,-1,-3,-4,-2,1,3,-1,0.0,10
COC(=O)Nc1sc2c(c1C(N)=O)CCCCCC2,8,3,10,0,4,0,-2,1,-0.6,5
Cc1ccc2c3c(cccc13)-c1ccccc1C2=O,4,7,-1,6,-3,-373,i,2,-35,-1
CCn1c(SCC(=O)C(C)(C)C)nnc1-c1cnccn1,8,11,-2,5,5,-3,-4,3,-0.8,2
Cc1cc(C(=O)NNC(=O)c2ccc(C)c([N+](=O)[O-])c2)c(C)o1,-5,-5,-3,-1,0,-2,5,8,0.0,-7
CCc1ccc(C(=O)COC(=O)CNC(=O)CNC(=O)Cc2ccccc2)cc1,4,3,1,2,0,1,3,-2,-0.6,0
COc1ccc(Nc2cc(C(=O)NCCCN3CCOCC3)c3ccccc3n2)c(OC)c1,1,-1,-9,-11,0,-1,-3,-3,-0.1,-8
CC(=O)Nc1ccc(S(=O)(=O)N2CCSC2c2ccco2)cc1 (configuration not stated),4,-5,-1,-1,27*,3,-9,-4,-0.2,2
CC(=O)c1sc(NS(=O)(=O)c2ccc(C)cc2)nc1C,8,-3,-11,0,2,2,2,2,0.1,-8
CCCCn1c(Oc2ccc(C(=O)OC)cc2)nc2c1c(=O)n(C)c(=O)n2C,-8,8,5,-3,-2,2,4,-6,0.3,-1
CCn1c(SCc2ccc(C(=O)OC)o2)nc2sc3c(c2c1=O)CCCC3,6,9,2,1,0,0,-4,6,-0.5,3
CN(Cc1ccccc1)C(=O)COC(=O)c1ccc(Br)c(S(=O)(=O)N2CCOCC2)c1,-10,-1,-12,-4,3,7,-1,0,-0.6,-11
COc1ccc(C)cc1NC(=O)CNC(C)C(=O)Nc1ccc(C(C)=O)cc1 (configuration not stated),10,-5,0,-2,-3,-1,0,2,-0.1,-7
Cc1ccc(NC(=O)N2CCC(N(C)CCC(C)C)CC2)cc1F,·,1,·,1,-3,2,0,-4,0.1,-4
O=C(O)c1nc(N2CCCCC2)ncc1Cl,-7,11,-5,0,12,-5,-3,-7,-0.1,5
O=C(Cc1ccccc1[N+](=O)[O-])NCCCN1CCOCC1,3,-3,-7,5,6,-2,-5,-1,0.2,7
O=C(CSc1ncn[nH]1)c1ccc2c(c1)OCCO2,6,-4,-7,-2,1,3,-2,-3,0.0,3
CC(=O)Oc1ccccc1C(=O)Nc1ccccc1C(=O)N1CCCC1,5,6,-1,10,-1,-11,-20,4,0.1,3
CCCCNC(=S)N(C)/N=C/c1ccccc1F,5,3,8,-5,-4,1,1,2,0.1,2
CC(C)CNC(=O)CSc1ccc(Cl)cc1,3,-2,3,3,0,1,0,-7,0.6,-7
CCN(CC(=O)Nc1ccc(NC(C)=O)cc1)C(=O)c1c(C)nn(-c2ccc(F)cc2)c1Cl,-7,0,-5,0,1,-3,-7,5,-0.5,6
COC(=O)c1ccc(Cn2nc([N+](=O)[O-])c(Br)c2C)cc1,9,-7,1,3,6,-2,-11,-1,0.2,11
O=C(CSc1ccccn1)Nc1cccc(NC(=O)CSc2ccccn2)n1,-3,2,-9,2,-1,0,1,-11,0.6,1
O=C(N/N=C1\CCS(=O)(=O)c2ccc(F)cc21)c1ccc([N+](=O)[O-])cc1,5,1,4,-6,6,0,-7,5,0.9,-4
O=C(NCc1cccs1)c1ccc(Cl)s1,-1,11,-1,-1,2,-1,2,-4,-0.2,0
CCn1c(SCC(=O)Nc2ccc(C(C)=O)cc2)nc2nc3c(cc2c1=O)COC(C)(C)C3,-7,5,-6,-3,0,1,-1,-1,0.7,-3
CN1CCN(S(=O)(=O)c2cccc(C(=O)Oc3ccccc3Cl)c2)CC1,1,-3,-2,-3,3,0,-7,-2,-0.2,-3
Cc1ncc(CO)c2cc(-c3nnc(Nc4ccc5c(c4)OCO5)s3)c(=O)oc12,-7,2,-6,0,-1,-4,-11,-27,-0.9,-4
CC(C)Oc1ccc(C(=O)OCC(=O)NC(=O)NC2CCCC2)cc1,-6,-7,-4,-3,0,3,-7,0,-0.1,-10
Cc1ccc(C(=O)CSc2nc(-c3ccccc3)ccc2C#N)cc1,-3,4,-7,8,3,-289,-309,22,-0.1,8
O=C(N=C1SC2CS(=O)(=O)CC2N1c1ccc(OC(F)(F)F)cc1)C1CC1 (configuration not stated),-1,4,7,0,0,3,0,4,0.8,11
COc1ccc(OC)c(C(=O)c2coc3ccc(O)cc23)c1,6,10,-4,-8,0,-3,0,7,0.5,-19
COc1ccccc1NC(=O)c1ccc2c(c1)C(=O)N(Cc1ccco1)C2=O,-12,-1,7,-2,2,0,-1,-1,-0.3,-3
CS(=O)(=O)N1CCSC1c1ccc(Br)cc1 (configuration not stated),-1,-5,3,6,1,-3,4,4,-0.2,-1
COCC(=O)NCc1ccc2c(c1)OCO2,-1,9,-1,0,0,-1,-1,0,0.0,-4
Cc1cc(C)c(S(=O)(=O)n2cc(C(C)C(N)C(=O)O)c3ccccc32)c(C)c1 (configuration not stated),0,1,-13,3,-3,-1,-2,-2,0.0,0
CC(C)CCNC(=O)c1ccc2c(c1)N(Cc1ccccc1)C(=O)CS2=O (configuration not stated),10,-1,10,-6,2,0,-2,0,0.0,-22
Cc1cc(C(F)F)n2nc(C(=O)Nc3c(F)cc(F)cc3Br)nc2n1,-7,-1,17,-2,-3,-1,5,5,0.3,9
O=S1(=O)c2ccc(Br)cc2N2CCC[C@@H]2CN1Cc1ccc(Cl)cc1,10,-5,6,0,2,2,4,9,0.4,6
CCOC(=O)N1CCC(Nc2nc3ccccc3n3nnnc23)CC1,3,-5,0,-4,1,-39,-52,0,-0.5,4
O=C(CCN1C(=O)C2CCCCC2C1=O)Nc1cc(F)ccc1F (configuration not stated),6,11,-1,0,-3,2,-3,4,-0.1,5
Cc1ccc2c(c1)cc1c(=O)n(CC(=O)NCCCc3ccccc3)nc(C)n12,6,3,-4,-2,-2,-1,-9,17,-0.3,-2
CCOC(=O)c1c(/N=C/C2C(=O)CCCC2=O)sc2c1CCCC2,14,-1,-6,2,1,-7,-13,2,-0.4,11
CC1CCCN(S(=O)(=O)c2ccc(NC(=O)c3cccc(-n4cnnn4)c3)cc2)C1 (configuration not stated),7,-12,-11,1,4,1,-1,-6,0.7,-42
COc1ccc(NC(=O)COc2ccc(-c3ccccc3)cc2)cc1,2,0,2,1,5,4,-4,9,-0.1,-2
Cc1ccc(C(C)NC(=O)c2ccco2)cc1 (configuration not stated),-5,7,-7,2,-2,1,-1,-4,-0.3,0
CC(C)c1nnc(NC(=O)c2cccs2)s1,2,0,-4,1,2,1,0,4,0.5,15
CC1CCCCN1C(=S)NCCc1ccccc1 (configuration not stated),-1,-11,-3,6,1,5,3,2,-0.3,22*
CCn1c(CNC(=O)c2ccc(OC)c(OC)c2)nnc1SCC(=O)Nc1ccccc1,9,3,6,-4,1,4,3,1,-0.8,-6
O=C(c1ccccc1)c1nnc(-c2ccncc2)o1,15,-4,-2,-2,-4,1,1,-3,-0.2,3
C/C(=N\NC(=S)Nc1ccc(C(C)C)cc1)c1ccc2c(c1)OCO2,13,6,-8,1,0,-1,-9,2,-0.1,10
COc1ccc(/C=C/C(=O)c2cc(F)ccc2OC(=O)c2ccccc2OC)cc1OC,-12,-2,19,0,-1,-45,-60,0,-2.2,-20
COc1ccccc1CN1CCCCCC1,-13,7,5,1,1,0,-6,1,-0.4,4
Cc1ccc(-c2[nH]c3ccccc3c2C(C[N+](=O)[O-])c2ccco2)cc1 (configuration not stated),9,-4,-4,4,-3,-1,-2,-5,0.4,-18
CCOC(=O)c1c(NC(=O)CN2CCCCC2)sc2c1CCCC2O (configuration not stated),-12,-3,5,2,2,2,-2,-5,-0.3,1
COc1cc(NC(=O)c2cc(-c3ccccc3)on2)cc(OC)c1OC,-7,-2,10,-3,2,-1,-7,3,-0.1,-3
CCC(C(=O)NCCc1ccc(S(N)(=O)=O)cc1)c1ccccc1 (configuration not stated),-1,6,-1,5,2,0,-2,-3,-0.1,1
COc1ccc2oc(C(=O)OCC(=O)NC(C)c3ccccc3)c(C)c2c1 (configuration not stated),0,-1,5,5,1,-86,-138,13,-5.1,-2

# Retrieved by compound from the list above (four):
SMILES,ARFGAP1 inh,Tn6 DDE FP,ASAP1 inh,DDE Tn7 FP inh,UHRF1 MBD2 ctr,PLC-gamma1 inh,PLCb3 inh,NR1D1 modulator,KLK7 zymogen act,HGIII-sPLA2 inh
Cc1ccc(C(C)NC(=O)c2ccco2)cc1 (configuration not stated),-5,7,-7,2,-2,1,-1,-4,-0.3,0
CC1CCCN(S(=O)(=O)c2ccc(NC(=O)c3cccc(-n4cnnn4)c3)cc2)C1 (configuration not stated),7,-12,-11,1,4,1,-1,-6,0.7,-42
CC1CCCCN1C(=S)NCCc1ccccc1 (configuration not stated),-1,-11,-3,6,1,5,3,2,-0.3,22*
O=C(CCN1C(=O)C2CCCCC2C1=O)Nc1cc(F)ccc1F (configuration not stated),6,11,-1,0,-3,2,-3,4,-0.1,5

# (further entries)
SMILES,ARFGAP1 inh,Tn6 DDE FP,ASAP1 inh,DDE Tn7 FP inh,UHRF1 MBD2 ctr,PLC-gamma1 inh,PLCb3 inh,NR1D1 modulator,KLK7 zymogen act,HGIII-sPLA2 inh
CC(C)C[C@H]1CN=C(Nc2ccccc2)N1CC1CCCC1,-9,6,6,1,-3,2,5,-4,0.2,7
CC(=O)Nc1ccc(C(=O)OCC(=O)NC(=O)NC2CCCCC2)cc1,-6,0,-1,5,3,1,2,2,0.7,-7
COC(=O)[C@@]1(Cc2ccccc2)[C@H]2C(=O)N(C)C(=O)[C@H]2[C@H]2CN=C(SCc3ccc(C#N)cc3)N21,11,-7,-8,1,2,-2,0,-1,0.3,7
CCCn1c(C)cc(C(=O)CN2C(=O)c3ccccc3S2(=O)=O)c1C,13,2,17,8,-1,4,-4,6,-0.1,10
CCc1nn(CC(=O)NCCCN2CCOCC2)c(=O)c2cc3sccc3n12,-4,-1,12,4,-2,-1,-11,-1,0.1,2
O=C1NCCOc2ccccc21,-15,-3,-2,-5,0,5,1,-4,-0.1,-6
C=CCOc1cccc(/C=N/NC(=O)CN(c2cc(Cl)ccc2OC)S(=O)(=O)c2ccc(C)c([N+](=O)[O-])c2)c1,-9,9,13,-3,-1,3,7,-1,0.5,-6
Cc1c(-c2nnc(SCC(=O)O)n2-c2ccccc2Br)nnn1-c1ccccc1,-2,-4,11,-6,4,14*,2,-8,0.1,-5
